NFkB transloc inh: blocks IL-1B driven NFkB nuclear translocation in HUVEC cells | HUVEC IL-1B NFkB p65 nuclear translocation imaging | inhibition, % at 2 µM | 0.43% of 94,000 active | AID 796;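 active = inhibition above about 30% together with a positive call from visual inspection of the well image, limit read from the data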;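 also: nuclear over cytoplasmic p65 intensity ratio measured by imaging; 0% = IL-1B stimulated DMSO wells and 100% = unstimulated DMSO wells; values of inactives mirror those of a sister screen read the other way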
Bcl-B TR3 displacers: displacers of TR3 peptide from Bcl-B, primary screen, selectivity assay for Bfl-1 inhibitor project, biochemical, fluorescence polarization; FP displacement of FITC-TR3 peptide from Bcl-B; higher % means a stronger effect; displacement, % at 20 µM; hits with a dose series show IC50 in µM; 0.11% of 96,000 active;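 active = displacement above 50% at 20 µM plus a fluorescence interference ratio under 1.5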;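 also: plate controls were wells without compound for no effect and wells lacking Bcl-B protein for full effect; a part of the inactive calls stands beside numbers as strong as those of hits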
PLAP inhibition: inhibition of human placental alkaline phosphatase – biochemical, luminescence, HTS (AID 690); purified PLAP, luminescent substrate; higher % means a stronger effect; inhibition, % at 20 µM; hits with a dose series show IC50 in µM; 0.08% of 96,000 active; in the data active = a potency from the dose series; inactive = the rest, 99 in 100 with inhibition below about 30%; also: strong numbers were not always called active
MRP resist rev: compounds reversing MRP-mediated drug resistance; differential viability (reversal), % at 10 µM; 0.04% of 85,000 active; AID 602; H69AR cells + 2 uM doxorubicin, CellTiter-Glo, 72 h;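 active = viability drop by adding the cancer drug above about 55%, with treated viability meeting a 40% cutoff, limit read from the data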;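 also: viability without doxorubicin minus viability with 2 µM doxorubicin for each compound; larger differential means the compound sensitizes cells more to doxorubicin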
NFkB transloc pot: enhances IL-1B driven NFkB nuclear translocation. HUVEC IL-1B NFkB p65 nuclear translocation imaging. activation, % at 2 µM. 0.3% of 94,000 active;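 active = activation above 40%, about the mean plus 3 SD, also judged a hit on visual image review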;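 also: percent activation is computed from the nuclear over cytoplasmic p65 intensity ratio; values of inactives mirror those of a sister screen read the other way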
MRP resist rev cytotoxicity: recorded beside MRP resist rev, whose call it bears; viability, %; H69AR cells, CellTiter-Glo, 72 h; measured here: cytotoxicity without doxorubicin
MRP resist rev with doxorubicin: recorded beside MRP resist rev, whose call it bears; viability, %; measured here: viability with 2 uM doxorubicin; active compounds read low
NFkB transloc inh cell count 2 µM: recorded beside NFkB transloc inh, whose call it bears; cell count; measured here: cells passing quality filter;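 raw number of nuclei counted in each imaged well without normalization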
NFkB transloc pot cell count 2 µM: also measured in NFkB transloc pot; calls as there; cell count; measured here: cells passing quality filter
* = called active by the depositor; x = not tested or not shown. These rows are one share of the data. The share of hits here may be higher or lower than overall.

SMILES	NFkB transloc inh	NFkB transloc inh cell count 2 µM	Bcl-B TR3 displacers	PLAP inhibition	MRP resist rev	MRP resist rev cytotoxicity	MRP resist rev with doxorubicin	NFkB transloc pot	NFkB transloc pot cell count 2 µM
O=C(C1Cc2ccccc2CN1S(=O)(=O)c1ccc(F)cc1)N1CCCCC1 (configuration not stated)	5.3	110	-1.2%	-6.3%	-9.1	99.4	108.6	-5.3	110
CC(C)(C)SCCNC(=O)COc1ccc(Cl)cc1	3.0	116	2.0%	16.8%	16.1	97.2	81.2	-3.0	116
COc1ccc(-c2nnc3ccc(SCC(=O)N4CCCCC4)nn23)cc1OC	x	x	3.3%	-4.5%	-9.4	75.8	85.2	x	x
Cc1nc(SCc2nc3ccccc3[nH]2)c2oc3ccccc3c2n1	6.1	171	-4.4%	-7.8%	-20.2	65.1	85.3	-6.1	171
CCCCNC(=O)c1onc(CSc2ccc(C(C)C)cc2)c1C(=O)O	-10.4	129	10.9%	-24.7%	x	x	x	10.4	129
Cc1ccc(C)n1NC(=O)c1ccc(Cl)cc1	-5.0	93	0.1%	8.9%	5.3	89.6	84.3	5.0	93
O=C(NCCc1ccc(Cl)cc1)C1CCC(=O)N1Cc1ccccc1Cl (configuration not stated)	5.4	130	-2.0%	-17.6%	3.2	94.4	91.2	-5.4	130
COC(=O)c1sccc1NC(=O)CSc1ccccc1NS(=O)(=O)c1ccccc1Cl	0.4	131	-1.6%	-32.7%	x	x	x	-0.4	131
Cc1cc(C(=O)N(C)Cc2ccc(Br)cc2)no1	x	x	-39.4%	-21.9%	5.8	98.9	93.1	x	x
C=CCn1c(SCC(=O)c2ccc(CNC(C)=O)o2)nc2ccccc2c1=O	-18.5	99	8.6%	-45.9%	4.3	83.7	79.4	18.5	99
COCCCNc1oc(-c2ccccc2OC)nc1C#N	1.2	42	1.1%	-7.8%	7.8	89.4	81.5	-1.2	42
O=C(COc1cccc(NC(=O)c2ccco2)c1)c1ccc(F)cc1	11.9	93	0.0%	18.1%	-0.8	82.5	83.4	-11.9	93
Cn1c(SCC(=O)c2ccccc2)nnc1-c1cnccn1	x	x	4.4%	-0.8%	10.7	96.0	85.3	x	x
CC1(C)CC(=O)C2=C(C1)NC(=O)CC2c1ccccc1F (configuration not stated)	8.0	152	-5.9%	-0.8%	6.5	88.8	82.3	-8.0	152
Cc1ccc(CCN2CC(C(=O)NCCCN(C)Cc3ccccc3)CC2=O)cc1 (configuration not stated)	-16.5	205	3.7%	-45.8%	x	x	x	16.5	205
COc1ccccc1C(=O)Nc1ccc2c(c1)nc(CN1CCN(C(C)=O)CC1)n2C	-8.3	111	-3.3%	-60.4%	12.8	89.3	76.6	8.3	111
CCN1C(=O)/C(=c2\o/c(=C3\C=Cc4ccccc4N3CC)c(=O)n2CC)SC1=S	-8.1	137	-22.0%	26.4%	-10.7	40.3	51.0	8.1	137
CC(=O)Nc1sc2c(c1C(c1ccc(Cl)cc1)N1CCOCC1)CCCC2 (configuration not stated)	-13.4	198	15.8%	-58.9%	16.5	91.3	74.7	13.4	198
Cc1ccc(NC(=O)CS(=O)CC(=O)N(CC(=O)NC2CCCC2)c2cccc(C)c2C)cc1 (configuration not stated)	-9.5	71	-5.1%	-81.5%	4.7	98.7	94.0	9.5	71
O=C1C2C3C=CC(C3=C3CCCCC3)C2C(=O)N1Cc1ccccc1 (configuration not stated)	-1.8	183	-12.0%	-4.7%	30.1	139.6	109.5	1.8	183
Cc1cccc(-c2nc(CN3CCCC(C(=O)NC4CCCCCC4)C3)c(C)o2)c1 (configuration not stated)	-3.6	88	-4.2%	-19.4%	-15.1	39.9	54.9	5.8	88
Cc1cc(SCC(=O)N2CCC(c3noc4ccc(F)cc34)CC2)nc2ccccc12	0.9	104	-8.6%	-3.2%	-8.7	57.4	66.1	-0.9	104
CN(C)c1nc(N(C)C)nc(N2CCCCC2)n1	-0.3	156	1.1%	-12.3%	10.2	101.6	91.5	0.3	156
Cc1oc(-c2ccccc2F)nc1CN1CCC(C(=O)NC2CC2)CC1	7.6	127	-23.7%	-32.4%	11.7	107.1	95.3	-7.6	127
CCOC(=O)c1ccc(NC(=O)CSc2nnnn2CCCO)cc1	-5.8	186	-3.2%	12.9%	13.5	105.5	92.0	5.8	186
CC(C)(C)CC(C)(C)NC(=S)Nc1ccc2nc(-c3ccccn3)c(-c3ccccn3)nc2c1	-5.5	85	-30.6%	-39.7%	x	x	x	5.5	85
O=C(NC(Cc1ccccc1)C(=O)O)/C(=C\c1ccco1)NC(=O)c1ccc(Br)cc1 (configuration not stated)	-4.1	67	10.8%	-36.4%	x	x	x	4.1	67
O=C(c1ccc(Cl)cc1)N1CCCOC1	0.9	162	-5.3%	21.2%	14.5	107.8	93.3	-0.9	162
COc1cccc(OC)c1-c1nn2c(-c3cc(-c4ccccc4)n[nH]3)nnc2s1	-3.2	109	-13.9%	-45.3%	x	x	x	3.2	109
COC(=O)c1nnn(CC(=O)Nc2cc(Cl)ccc2C)c1C(=O)OC	-15.5	87	-8.0%	-1.4%	-5.1	95.3	100.4	15.5	87
COc1ccccc1CNS(=O)(=O)c1ccc(NC(C)=O)cc1	-3.5	150	0.0%	5.3%	1.5	102.6	101.0	3.5	150
COc1ccc(N2CCN(C(=O)c3cccc(Cn4cc(Cl)cn4)c3)CC2)cc1	0.3	138	-6.8%	-56.4%	x	x	x	-0.3	138
CCC(=O)Nc1ccc(C(=O)OCc2ccccc2Cl)cc1	-1.4	153	7.2%	4.6%	x	x	x	1.4	153
C/C(=C\C(=O)c1ccc(F)cc1)NCc1ccc2c(c1)OCO2	-9.4	135	-10.8%	3.2%	x	x	x	9.4	135
Cc1cc(C)c(S(=O)(=O)N2CCN(C)CC2)c(C)c1	-9.0	106	-1.6%	16.1%	4.8	101.1	96.2	9.0	106
CCCCOCCCNC(=O)c1c(-c2ccccc2)noc1C	2.8	67	-2.0%	-18.4%	14.2	101.8	87.6	-2.8	67
O=C(c1ccco1)N1CCN(S(=O)(=O)c2ccc3c(c2)CCN3C(=O)C2CCC2)CC1	-4.4	122	x	x	0.9	90.8	89.8	4.4	122
CC(C)(C)C1=C[C@@H](CO)C[C@@H](CO)C1	1.1	177	-1.2%	-5.3%	x	x	x	-1.1	177
C=CCc1cccc(Cl)c1OCCON1C(=O)CCC1=O	-7.8	160	-0.1%	-51.4%	13.0	90.9	77.9	7.8	160
CCn1nnnc1NCc1ccc(N2CCCC2)cc1	x	x	11.5%	16.8%	x	x	x	x	x
CN1CCN(c2nc3c(c(=O)n(C)c(=O)n3C)n2Cc2cccc3ccccc23)CC1	-19.6	62	-2.3%	-76.8%	11.7	91.1	79.5	19.6	62
c1ccc(-c2noc(CSc3nc4ccccc4o3)n2)cc1	0.3	155	6.8%	6.0%	17.4	89.2	71.7	-0.3	155
O=C(CSc1ccc2ccccc2c1)Nn1cnnc1	-49.7	164	-0.8%	21.9%	-16.4	78.0	94.4	49.7*	164*
Cn1c(C(=O)OCC(=O)NCC2CCCO2)cc2sccc21 (configuration not stated)	0.0	172	x	x	-6.0	86.2	92.2	0.0	172
CCCC(=O)NC(=S)Nc1ccc(Cl)cn1	-3.7	181	-12.0%	0.4%	x	x	x	3.7	181

A different layout for 2 compounds above:
C/C(=C\C(=O)c1ccc(F)cc1)NCc1ccc2c(c1)OCO2
- NFkB transloc inh = -9.4
- NFkB transloc inh cell count 2 µM = 135
- Bcl-B TR3 displacers = -10.8%
- PLAP inhibition = 3.2%
- MRP resist rev = x
- MRP resist rev cytotoxicity = x
- MRP resist rev with doxorubicin = x
- NFkB transloc pot = 9.4
- NFkB transloc pot cell count 2 µM = 135

Cc1cc(C)c(S(=O)(=O)N2CCN(C)CC2)c(C)c1
- NFkB transloc inh = -9.0
- NFkB transloc inh cell count 2 µM = 106
- Bcl-B TR3 displacers = -1.6%
- PLAP inhibition = 16.1%
- MRP resist rev = 4.8
- MRP resist rev cytotoxicity = 101.1
- MRP resist rev with doxorubicin = 96.2
- NFkB transloc pot = 9.0
- NFkB transloc pot cell count 2 µM = 106

Carrying on.
SMILES	NFkB transloc inh	NFkB transloc inh cell count 2 µM	Bcl-B TR3 displacers	PLAP inhibition	MRP resist rev	MRP resist rev cytotoxicity	MRP resist rev with doxorubicin	NFkB transloc pot	NFkB transloc pot cell count 2 µM
COc1ccccc1NC(=S)NNC(=O)c1ccc(Cl)cc1Cl	-0.3	128	x	x	6.8	77.8	71.0	0.3	128
CCOC(=O)c1cc2n(n1)C(C(F)(F)F)CC(C)N2 (configuration not stated)	-18.1	139	3.0%	8.7%	-3.7	91.7	95.4	18.1	139
COc1cccc(C(=O)CSc2nc3ccccc3n2CC(=O)N2CCOCC2)c1	x	x	9.5%	6.3%	-10.7	79.0	89.6	x	x
Cc1cc(C)cc(OCc2nnc(SCC(=O)N3CCN(c4ccccc4)CC3)o2)c1	-7.4	167	10.3%	3.6%	16.9	93.3	76.4	7.4	167
Cc1ccc(S(=O)(=O)NC(C)(C)CSc2nncn2N)cc1	-6.0	133	-0.9%	4.0%	x	x	x	6.0	133
O=C(c1ccc2snnc2c1)N1CCCCC1	-2.0	140	x	x	-4.5	99.6	104.1	2.0	140
COc1ccccc1CN(Cc1nc2ccccc2c(=O)[nH]1)S(=O)(=O)c1ccc2ccccc2c1	-13.3	116	x	x	-9.4	43.9	53.4	13.3	116
O=C(O)c1cccc(S(=O)(=O)N2Cc3ccccc3C2)c1	10.6	69	x	x	5.6	82.1	76.5	-10.6	69
COC(=O)c1ccccc1NC(=O)CSc1nnc(-c2ccc(OC)cc2)n1C	4.6	74	x	x	-0.1	93.8	93.8	-4.6	74
O=C(O)C1C(c2ccccc2)C(C(=O)N2CCOCC2)C1c1ccccc1 (configuration not stated)	-11.9	129	3.7%	6.5%	2.3	90.3	88.0	11.9	129
CC1CC(C)CN(CCCNC(=O)C2CCCN(c3nnc(N4CCCC4=O)s3)C2)C1 (configuration not stated)	-9.4	139	-4.4%	-44.8%	-3.0	89.7	92.7	9.4	139
CCN(CC)C(=O)c1ccc(S(=O)(=O)N2CCC(c3nc4ccccc4s3)CC2)cc1	-27.1	125	x	x	-20.9	48.1	69.0	27.1	125
Cc1noc(/C=C/N(C)C)c1S(=O)(=O)N1CCCC(C(=O)Nc2ccc3c(c2)OCO3)C1 (configuration not stated)	-3.1	157	19.9%	14.8%	9.6	96.9	87.3	3.1	157
Cc1cc(C)c(S(=O)(=O)N2CCCCC2)c(C)c1-n1ncnn1	-7.9	117	-1.6%	3.3%	-3.6	93.1	96.7	7.9	117
O=C(O)C1CC1c1ccc(Br)cc1 (configuration not stated)	10.3	108	-9.9%	-4.3%	7.3	111.5	104.2	-10.3	108
O=S(=O)(c1ccc2c(c1)OCCO2)N1CCN(c2cccc(Cl)c2)CC1	17.5	96	-6.2%	13.4%	22.4	94.8	72.5	-17.5	96
c1ccc2c3c([nH]c2c1)-c1[nH]ncc1CC3	13.6	112	16.1%	-43.0%	-4.7	103.3	108.0	-13.6	112
CCOC(=O)C1CCN(C(=O)COc2ccc(Cl)cc2Cl)CC1	-32.9	116	-13.1%	-27.6%	0.8	81.9	81.1	32.9	116
O=C(Cn1ncc2c(=O)oc3ccccc3c21)NCC1CCCO1 (configuration not stated)	2.4	54	-5.2%	16.0%	12.5	102.7	90.2	-2.4	54
N#Cc1ccc(-c2ccc(Cl)cc2)nc1SCC(=O)c1cccc(Cl)c1	-11.6	158	-36.5%	35.1%	x	x	x	11.6	158
Cc1nnsc1C(=O)NC1CCCCC1	1.9	131	2.2%	-4.2%	x	x	x	-1.9	131
CC(=O)c1cc(-c2ccccc2)n(CCC(=O)NCc2cccs2)c1C	3.1	128	-4.3%	14.1%	x	x	x	-3.1	128
C=CCOC(=O)CCC(=O)Nc1cccc2ccccc12	x	x	1.0%	7.9%	19.6	105.8	86.2	x	x
CS(=O)(=O)c1ccc(Cl)c(C(=O)O)c1	-12.4	226	0.7%	9.0%	-9.3	88.7	98.0	12.4	226
